# KDM4E inh: blocks human JMJD2E demethylase activity; B2RXH2; JMJD2E catalytic domain, FDH-coupled NADH fluorescence (FDH is formaldehyde dehydrogenase); Potency, µM (highest dose often 57.1 µM), for inactives: top-dose activity change, negative = inhibition, hits mostly inhibitors; 1.6% of 230,000 active; AID 2147; active means well fitted inhibition curve with a large enough effect, not every such curve was filed as active; inconclusive means small, poorly fitted or top-dose-only effect, or another doubt; inactive means no such curve, though single readings can be large or run the other way;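 further: 0% = wells with enzyme and -100% = buffer wells without enzyme; nearly all actives have a fitted effect of over 50% in size; many of its hits are not listed in these tables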
# Target sequence (B2RXH2 1-337 limits assumed): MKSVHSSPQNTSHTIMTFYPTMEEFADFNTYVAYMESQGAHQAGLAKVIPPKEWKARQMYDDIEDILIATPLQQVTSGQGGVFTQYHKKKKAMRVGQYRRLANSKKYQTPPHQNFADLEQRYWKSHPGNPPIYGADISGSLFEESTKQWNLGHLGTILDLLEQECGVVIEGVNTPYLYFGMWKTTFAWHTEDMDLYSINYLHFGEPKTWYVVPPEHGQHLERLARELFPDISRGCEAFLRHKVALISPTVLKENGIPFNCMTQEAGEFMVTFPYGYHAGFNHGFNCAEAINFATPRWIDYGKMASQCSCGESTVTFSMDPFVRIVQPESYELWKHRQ
# GAA inh: inhibitors of human lysosomal alpha-glucosidase; Potency, µM (doses to about 76.9 µM), without a hit: at the highest dose activity change, negative = inhibition, hits mostly inhibitors; P10253; purified human GAA, 4-MU-alpha-glucoside fluorescence; 0.005% of 200,000 active; AID 1466;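 further: plate controls were uninhibited enzyme wells for no effect and no-enzyme background for full effect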
#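 Read-out is 4-methylumbelliferone fluorescence (Ex 365/Em 440 nm) after NaOH/glycine stop at pH 10. Enzyme 4 nM, substrate 400 uM, pH 5.0 citrate buffer, 20 min room temperature; AC50 from Hill-equation concentration-response.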
# ALDH1A1 block: blocks purified human ALDH1A1 activity | Purified ALDH1A1, NADH fluorescence, propionaldehyde substrate | Potency, µM (doses to about 75.3 µM), inactives show at the top dose activity, negative = inhibition, most hits filed as inhibitors | 7.3% of 220,000 active; active means well fitted inhibition curve with a large enough effect, not every such curve was filed as active; inconclusive means small, poorly fitted or top-dose-only effect, or another doubt; inactive means no such curve, though single readings can be large or run the other way;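 further: plate controls were no enzyme wells and a reference inhibitor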
# aGal spleen mod: inhibitors or activators of human alpha-galactosidase in spleen homogenate; P06280; human spleen homogenate, 4MU-alpha-Gal fluorescence, 40 min; Potency, µM (highest dose often 80 µM), for the others: at the top dose activity change, negative = inhibition, hits mostly inhibitors; 0.008% of 240,000 active;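 further: 0% = enzyme with vehicle and -100% = no enzyme basal signal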
# Target sequence (P06280 32-429 limits assumed): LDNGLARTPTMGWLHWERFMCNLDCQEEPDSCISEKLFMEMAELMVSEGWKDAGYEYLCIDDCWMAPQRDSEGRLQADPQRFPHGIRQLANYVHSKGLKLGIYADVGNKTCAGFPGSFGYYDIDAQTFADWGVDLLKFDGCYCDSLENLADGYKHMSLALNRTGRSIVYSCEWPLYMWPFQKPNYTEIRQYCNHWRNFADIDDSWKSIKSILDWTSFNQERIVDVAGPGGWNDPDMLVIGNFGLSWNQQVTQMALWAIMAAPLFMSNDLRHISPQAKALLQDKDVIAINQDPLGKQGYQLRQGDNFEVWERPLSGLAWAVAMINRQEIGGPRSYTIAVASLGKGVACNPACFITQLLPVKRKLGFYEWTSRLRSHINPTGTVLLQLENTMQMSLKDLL
#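 Human spleen homogenate (1 ug) as enzyme source, 4-methylumbelliferyl-alpha-D-galactopyranoside 1 mM final, citrate/phosphate pH 5.0 with 0.01% Tween-20. Compounds 40 min at 37C, NaOH/glycine stop; fluorescence Ex 365/Em 440, Hill-fit AC50.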
# GoLoco inh red: blocks human Gai1 binding to RGS12 GoLoco peptide, red readout; 0.44% of 230,000 active; Potency, µM (doses to about 61.6 µM), without a hit: at the top dose activity, negative = inhibition, hits mostly inhibitors; Gai1:RGS12 GoLoco peptide FP, rhodamine, 10 min; AID 880; P63096; active means well fitted inhibition curve with a large enough effect, not every such curve was filed as active; inactive means no such curve, though single readings can be large or run the other way; further: on the % scale 0 is the no-effect control and ±100 the full control effect; nearly all actives have a fitted effect of over 30% in size; many of its hits are not listed in these tables
# Target sequence (P63096 whole entry, looked up): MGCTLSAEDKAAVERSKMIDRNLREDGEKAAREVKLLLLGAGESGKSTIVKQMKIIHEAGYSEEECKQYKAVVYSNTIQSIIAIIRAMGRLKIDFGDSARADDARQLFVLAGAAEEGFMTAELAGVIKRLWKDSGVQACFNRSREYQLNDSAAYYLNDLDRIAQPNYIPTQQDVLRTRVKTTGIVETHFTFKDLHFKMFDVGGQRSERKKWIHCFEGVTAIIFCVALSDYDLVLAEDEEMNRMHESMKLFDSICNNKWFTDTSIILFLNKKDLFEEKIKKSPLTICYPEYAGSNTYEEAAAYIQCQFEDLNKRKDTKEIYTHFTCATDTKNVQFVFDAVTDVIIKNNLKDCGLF
# GAA glycogen: GAA glycogen-cleavage inhibition or activation. P10253. Potency, µM (highest dose often 76.4 µM), without a hit: at the highest dose activity change, negative = inhibition, usual class: inhibitors. 0.38% of 300,000 active. recombinant GAA, glycogen substrate, Amplex Red glucose oxidase fluorescence;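 further: 0% = full enzyme reaction and -100% = no-enzyme basal signal; the screen sought inhibitors and activators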
#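 Recombinant enzyme (4 nM final) with compounds titrated up to 77 uM and bovine liver glycogen (30 ug) in citrate pH 5.0, 0.01% Tween-20, 37 C 40 min. Released glucose detected by Amplex Red/glucose oxidase (Ex 573/Em 610); AC50 from Hill fits.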
# aGlu spleen mod: lysosomal alpha-glucosidase (human) modulation; P10253; human spleen homogenate, 4-MU-alpha-glucoside fluorescence; Potency, µM (top dose mostly 79.9 µM), for the others: at the highest dose activity change, negative = inhibition, most hits filed as inhibitors; 0.006% of 240,000 active; AID 2112;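 further: 0% = enzyme with vehicle and -100% = no enzyme basal signal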
#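 Compounds were titrated against alpha-glucosidase in spleen homogenate at pH 5.0, with 1 mM 4-methylumbelliferyl substrate for 40 min at 37 C. Reactions were quenched with pH 10 NaOH/glycine and fluorescence measured.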
# SMN2 splice up: enhancers of SMN2 splice variant expression; HEK293 SMN2-luciferase splicing reporter, luminescence, 30-36 h; Potency, µM (highest dose often 46.1 µM), for the others: at the top dose activity change, positive = activation, hits mostly activators; 2.8% of 210,000 active; further: % of control where 0% means no effect; nearly all actives have a fitted effect of over 55% in size
#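 HEK293 cells carry an SMN2 minigene-luciferase reporter in which exon 7 inclusion puts luciferase in frame. Cells were seeded at 2000 cells/well, attached for 10-12 hours, then exposed to compounds for 30-36 hours at 37C before ONE-Glo luminescence.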
# An asterisk follows results filed as active; ? = inconclusive; / = not tested or not shown; & = joins results of further samples; [ ] = another dose, or the depositor's remark. Unless noted, the call rests on the fitted dose curve; in most records, active means well fitted curve in the direction sought with a large enough effect; inconclusive means small, poorly fitted or top-dose-only effect, or another doubt; inactive means no such curve, though single readings can be large; an effect the other way counts as inactive or inconclusive. Potency means the concentration at half of the fitted maximal effect.
SMILES,KDM4E inh,GAA inh,ALDH1A1 block,aGal spleen mod,GoLoco inh red,GAA glycogen,aGlu spleen mod,SMN2 splice up
Cn1c(=O)n(C)c2cc([N+](=O)[O-])c(N3CCN(S(=O)(=O)c4ccc(C(C)(C)C)cc4)CC3)cc21,0.9%,-9.5%,-7.0%,20.9%,-1.5%,-5.7%,-5.7%,-83.1%[inhibitor]
CCOc1ccc(NC(=O)CSc2nc(C)c3c(c2C#N)CCCC3)cc1,-12.9%,7.5%,6.4%,-5.4%,5.3%,7.1%,-2.5%,-15.4%
CC(C)OCCCNc1ncc2c(n1)CC(c1ccccc1)CC2=O (configuration not stated),?,3.9%,-2.1%,1.1%,-0.8%,-4.7%,-5.4%,-27.8%
COc1ccc(CC(=O)NCc2nnc(SCc3ccc(C)cc3)n2C)cc1,-2.0%,3.5%,-3.9%,-2.1%,7.2%,-9.6%,3.0%,-12.6%
COc1cc(/C=N/NC(=O)Cn2nc([N+](=O)[O-])cc2C)cc(Br)c1OCc1ccccc1,11.1%,5.4%,0.8%,2.1%,17.9%,-4.1%,0.8%,18.2%
Cc1ccc(-n2nc3ccc(NC(=S)NC(=O)/C=C/c4ccco4)cc3n2)cc1,-26.1%,-6.8%,3.2%,-3.4%,20.2%,-3.1%,-6.8%,?
Cc1onc(-c2ccccc2)c1C(=O)NC(=S)Nc1sc2c(c1C#N)CCC(C)C2 (configuration not stated),1.1%,0.3%,2.24µM*,0.8%,15.2%,7.2%,-14.3%,-3.2%
O=c1[nH]c2ccccc2n1CCCN1CCCCC1,-1.0%,5.5%,2.6%,-6.7%,6.7%,13.1%,3.8%,/
CCCN(CCC)CC(O)Cn1cc(/C=C/C(=O)c2ccccc2)c2ccccc21 (configuration not stated),-3.2%,?,?,-0.2%,8.7%,1.0%,-2.7%,-37.4%[inhibitor]
Cc1cccc(C)c1-n1c(C)nn(CC#N)c1=O,-19.0%,-6.8%,2.9%,2.6%,11.6%,-5.5%,6.9%,4.0%
CCN(CC)C(=O)c1cc(Cl)ccn1,-4.8%,-7.8%,31.6µM*,3.0%,7.7%,-0.7%,/,-7.0%
Cc1c(C(=O)Nc2ccc(Cl)cc2)c2ccccn2c1C(=O)c1ccc(F)cc1,0.0%,8.1%,13.9%,-0.8%,6.6%,2.0%,-4.3%,-11.5%
CC(Cl)C(=O)Nc1cc(C(F)(F)F)ccc1N1CCOCC1 (configuration not stated),11.3%,-8.2%,-3.8%,-3.1%,1.9%,-2.4%,-0.7%,14.5%
O=c1[nH]c(SCc2cccc(Cl)c2)nc2[nH]ncc12,2.8%,-2.8%,-12.6%,-0.6%,2.9%,1.4%,-0.9%,/
CC(C)(C)c1ccc(CN(Cc2ccco2)Cc2nnnn2C2CCCC2)cc1,-21.9%,?,?,9.5%,7.1%,3.9%,4.1%,-10.6%
Cc1ccc(NC(=O)ON=C2CCCC2)cc1,-3.2%,-2.5%,7.7%,10.8%,-2.1%,1.5%,6.8%,?
CCn1c(CC(=O)Nc2ccc(C)cc2)nnc1SCC(=O)NCCc1ccccc1,9.8%,-16.5%,-6.8%,-11.1%,5.1%,6.8%,-10.8%,2.6%
NC1=NC(=O)S/C1=C\c1ccc(O)cc1,1.0%,-14.7%,-5.6%,-9.3%,8.8%,-2.6%,-19.2%,25.7%
Cc1oc(-c2ccc3c(c2)OCCO3)cc1C(=O)NC(Cc1ccccc1)C(=O)O (configuration not stated),-26.7%,/,?,-4.9%,-25.1%,-8.3%,-3.0%,/
Cc1c(C(=O)OCC(=O)Nc2ccccc2OC(F)F)cccc1[N+](=O)[O-],11.7%,0.2%,1.2%,-0.4%,4.2%,7.3%,-4.9%,1.9%
O=C(O)c1cnc2ccccc2n1,-5.1%,0.4%,25.1µM*,2.8%,-10.5%,-7.5%,6.1%,-5.8%
C#CC[N+](C)(C)CCCCCCCC,10.7%,3.1%,3.0%,2.7%,-1.1%,2.4%,-2.5%,-22.1%
Nc1nonc1C(=O)NCCNS(=O)(=O)c1ccc(F)cc1,4.2%,1.9%,9.3%,-10.5%,10.3%,6.2%,-0.9%,-5.3%
COc1ccc(NC(=O)CSc2nc3c([nH]c4ccccc43)c(=O)n2C)cc1,9.4%,11.9%,18.9%,3.7%,3.7%,15.3%,8.0%,0.0%
Cc1cc(C(=O)Nc2ccccc2)c(C)o1,4.2%,-4.2%,2.9%,-2.0%,2.0%,1.9%,-9.0%,-15.7%
Cc1sc(NC(=O)CSc2ncn(-c3ccccc3)n2)nc1-c1ccccc1,0.0%,-2.0%,-3.1%,8.5%,0.5%,1.7%,-25.2%,-36.3%[inhibitor]
COc1ccc(C(=O)N2c3ccccc3CC2C)cc1OC (configuration not stated),2.3%,-0.4%,4.6%,-4.9%,2.2%,-3.3%,-2.8%,-9.9%
CCOP(=O)(OCC)/C(=N/OC(=O)c1cccc([N+](=O)[O-])c1)C(N)=O,2.4%,/,/,10.2%,-112.6%,6.3%,12.0%,/
COc1ccc(N2CCN(C(CNS(=O)(=O)c3ccc4c(c3)OCCO4)c3ccco3)CC2)cc1 (configuration not stated),0.7%,?,22.7%,0.1%,-24.9%,-14.0%,3.7%,-34.3%[inhibitor]
CC(C)c1c(O)c(-c2cc3c(c(C(C)C)c2O)CCC2C(C)(C)CCC[C@@]32C)cc2c1CCC1C(C)(C)CCC[C@@]21C (some centres not stated),9.1%,/,-1.2%,3.1%,2.6%,/,4.5%,3.6%

# Copied from the list.
# KDM4E inh, CCOP(=O)(OCC)/C(=N/OC(=O)c1cccc([N+](=O)[O-])c1)C(N)=O is entered as 2.4%
# KDM4E inh, Cc1cc(C(=O)Nc2ccccc2)c(C)o1 is entered as 4.2%

# The list continues:
SMILES,KDM4E inh,GAA inh,ALDH1A1 block,aGal spleen mod,GoLoco inh red,GAA glycogen,aGlu spleen mod,SMN2 splice up
COc1ccc2cc3c(N)nn(C(=O)c4ccccc4[N+](=O)[O-])c3nc2c1,5.9%,-2.6%,-6.2%,-2.6%,-0.2%,8.2%,-1.3%,-38.0%[inhibitor]
CCCCCn1nnc2c(=O)oc3ccccc3c21,0.3%,5.8%,19.2%,0.1%,10.8%,-6.4%,2.1%,6.9%
COc1ccccc1C1(O)CCN(CC(=O)Nc2nc(-c3ccccc3)cs2)CC1,-12.5%,4.2%,6.7%,4.3%,11.7%,-9.5%,1.8%,/
O=C(Nc1ccc2c(c1)OCCO2)c1ccc(Cl)c([N+](=O)[O-])c1,3.5%,4.4%,?,12.0%,47.2%[activator],-3.8%,15.3%,17.8µM*
COc1ccc(/C=C/C(=O)N(C(C)C)C(C)C)cc1Br,-6.2%,2.3%,4.4%,0.1%,-1.7%,-1.8%,-4.8%,6.9%
Cc1nn(C)cc1/C=N/NC(=O)C(C)(C)Oc1ccc(Cl)cc1,12.5%,-7.8%,-5.9%,2.0%,-8.3%,4.4%,0.3%,26.9%
O=C(NCCO)c1scc2c1OCCO2,-0.3%,1.8%,0.5%,-3.3%,4.4%,7.0%,5.7%,21.4%
Cc1onc(-c2c(Cl)cccc2Cl)c1C(=O)NC1C(=O)N2C1SC(C)(C)C2C(=O)O (configuration not stated),-6.3%&7.2%,0.8%[15.4 µM],0.7%&-4.7%,24.5%&-3.9%,-0.5%&13.3%,-2.9%,4.4%&-9.8%,8.0%&1.8%
Cc1ccc(S(=O)(=O)COCCN2CCN(S(=O)(=O)c3ccc(C)cc3)CCC2=O)cc1,/,/,4.1%,-17.9%,-23.2%,/,2.4%,/
COC(=O)CCCC1=CC2=C(c3ccccc3)C(=O)C(C)(OC(=O)C3CCCC3)C(=O)C2=CN1c1ccccc1 (configuration not stated),-9.8%[11.4 µM],/,3.3%[13.5 µM],5.3%[17.5 µM],-1.1%[14.2 µM],-8.2%,0.7%[17.4 µM],-4.6%[9.22 µM]
CCOc1ccccc1C1C(C#N)=C(N)SC(N)=C1C#N,-3.1%,-5.4%,5.2%,2.2%,18.8%,-10.2%,4.0%,-17.9%
CCOC(=O)C1(Cc2cccc(OC)c2)CCN(Cc2cc(OC)ccc2OC)CC1,-5.4%,-4.5%,-8.5%,-1.2%,-16.3%,12.6%,0.0%,/
COc1ccc(C)c(NC(=O)C2CC(=O)NC3=C2C(=O)CCC3)c1 (configuration not stated),-11.4%,-5.3%,14.0%,-0.7%,5.0%,-4.5%,-18.9%,-8.9%
O=C(COC(=O)c1cnc(Cl)c(Cl)c1)Nc1ccc(S(=O)(=O)N2CCCC2)cc1,4.6%,-6.1%,?,-0.3%,8.1%,-0.2%,-3.6%,8.2%
O=C(NCc1ccccc1)c1onc(CSc2ccccn2)c1C(=O)NCc1ccccc1,0.8%,/,/,-0.5%,2.1%,-4.3%,1.3%,/
CC1(C)CC(=O)C2=C(C1)NCN(CCCN1CCOCC1)C2,-12.5%,1.3%,-3.6%,5.9%,-2.0%,-10.5%,5.0%,5.3%
CC(C)COC(=O)c1ccc(NC(=O)C2C3CCC(C3)C2C(=O)O)cc1 (configuration not stated),-1.5%,1.7%,?,-8.0%,4.9%,-11.4%,-12.1%,21.3%
COc1ccc2[nH]c3c(c2c1)CCC/C3=N\N,?,/,/,4.7%,9.4%,0.9%,-2.2%,/
COc1ccc(/C=C/C(=O)NNc2cc(=O)n(C)c(=O)n2C)cc1OC,?,/,/,6.2%,-2.1%,?,6.0%,/
Cc1cc(NC(=O)CCC(=O)N(c2ccccc2)C(C(=O)NC2CCCCC2)c2cccs2)no1 (configuration not stated),3.8%,-13.9%,2.5%,4.5%,6.6%,-8.6%,-0.9%,-1.1%
COc1ccc(C(=O)c2sc(Nc3ccccc3)c(C(=O)Nc3ccc(OC)c(OC)c3)c2N)cc1,-17.7%,-9.4%,17.8µM*,-0.2%,-10.0%,?,-1.7%,-19.1%
O=C(COC(=O)c1ccccc1)Nc1ccccc1Br,1.7%,-7.5%,1.0%,5.1%,3.2%,-2.7%,0.5%,/
CON/C=C(\C=Nc1ccc(Cl)cc1)c1ncc(C(F)(F)F)cc1Cl,-4.6%,3.1%,-7.2%,3.9%,-18.9%,-7.9%,-3.2%,-10.2%

# Screens deposited in PubChem BioAssay by National Center for Advancing Translational Sciences (NCATS).

# This is a subset; the hit share may differ from the screen's.
